Screens deposited in PubChem by several laboratories.
TRPC6 activator – mouse TRPC6 channel activators, primary screen, cell-based, HEK293, membrane potential dye; hit rate 0.13% among 310,000; Short transient receptor potential channel 6 (Mus musculus), Q61143; B-score at 10 µM; HEK293-TRPC6 membrane potential dye fluorescence; hits give high values;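 active = B-score of the integrated fluorescence ratio above library mean plus 3 SD, and starting fluorescence ratio within library mean plus 5 SD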;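 note: higher score means more depolarization so channel activation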
PolyA inhibitor – polyadenylation inhibitors in yeast reporter cells, primary screen, luminescence, S. cerevisiae; hit rate 0.02% among 300,000; calls only at 12 µM; S. cerevisiae SKY197-pL101 polyadenylation reporter, beta-gal luminescence; efflux-impaired pdr1/pdr3 knockout yeast; score 100 = 6 SD above DMSO; AID 1875, 2009;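 active = lowest replicate activity score at least 50, where 100 means six control SD above control mean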;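 note: yeast exposed to compound for 9 h at 30 °C; higher score means more reporter readthrough which indicates perturbed polyadenylation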
HIF act – HIF pathway transcriptional activators, primary screen, cell-based, U2OS HRE-luciferase, luminescence; U2OS HRE-luciferase reporter; normalized: DMSO 0%, desferrioxamine 100%; AID 1910, 2009; hit rate 0.32% among 300,000; activation, % at 7.5 µM (by protocol);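 active = mean activation of at least 10% of the iron chelator positive control signal, with at least half of replicates also reaching 10%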
TRPC4 act – activators of mouse TRPC4 channel, primary screen, Fluo4 calcium, HEK293 TRPC4beta/mu-opioid cells | Short transient receptor potential channel 4 (Mus musculus), Q9QUQ5 | Fluo4 calcium fluorescence; hits give high values | B-score at 10 µM | hit rate 0.49% among 310,000 | AID 2237, 2010;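 active = B-score above 5 SD of library B-scores, and initial fluorescence ratio not above library mean plus 5 SD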;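 note: positive B-score marks a calcium rise read as TRPC4 activation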
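System: HEK293 cells stably co-expressing mouse TRPC4beta and mu-opioid receptor; Schedule: Fluo4 dye loading 45 min at room temperature, 110 s recording; Detection: Fluo4 fluorescence, kinetic; Evaluation: B-scored integrated calcium fluorescence ratio; Controls: buffer (low) and maximal DAMGO (high).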
MrgX1 PAM – positive allosteric modulators of MrgX1, primary screen, HEK293 cells, Fluo-4 calcium flux | hit rate 0.63% among 310,000 | Mas-related G-protein coupled receptor member X1 (Homo sapiens), Q96LB2 | B-score at 10 µM | FDSS; hits give high values | AID 588675, 2011;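 active = plate-corrected calcium response at least 3 library SD above typical, normal starting fluorescence, not activating the receptor alone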;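 note: compound read alongside a low EC10 to EC30 dose of BAM8-22 agonist; peak minus trough fluorescence over baseline measured at the second addition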
Target sequence (Q96LB2 whole entry, looked up): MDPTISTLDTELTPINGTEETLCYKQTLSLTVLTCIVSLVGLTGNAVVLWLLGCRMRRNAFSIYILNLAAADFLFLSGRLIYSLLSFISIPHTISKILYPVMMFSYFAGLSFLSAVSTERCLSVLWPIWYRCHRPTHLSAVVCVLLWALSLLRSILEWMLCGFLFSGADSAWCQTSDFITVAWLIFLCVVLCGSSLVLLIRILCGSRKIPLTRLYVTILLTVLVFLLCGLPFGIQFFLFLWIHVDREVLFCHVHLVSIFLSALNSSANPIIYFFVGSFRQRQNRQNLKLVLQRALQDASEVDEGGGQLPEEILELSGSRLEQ
MrgX1 ag – agonists of human MrgX1 receptor, primary screen, HEK293 cells, Fluo-4 calcium flux | Fluo-4 calcium fluorescence, agonist mode; hits give high values | Mas-related G-protein coupled receptor member X1 (Homo sapiens), Q96LB2 | B-score at 10 µM | AID 588627, 2011 | hit rate 0.44% among 310,000;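 active = calcium response B-score plate-corrected fluorescence ratio at least 3 library SD, with starting fluorescence B-score inside 5 SD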
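System: HEK293 cells stably expressing human MrgX1 receptor; Dosing: test compound in the initial addition of three; Schedule: overnight plating, then 30 min 37 °C plus 30 min room-temperature dye loading; Detection: kinetic calcium dye fluorescence, Fluo-4 NW; Controls: per-plate positive and negative controls for Z′ factor.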
AI-2 QS mod – Vibrio harveyi AI-2 quorum sensing modulators, primary screen, JMH597 strain, luminescence/OD600 ratio; Vibrio harveyi JMH597 AI-2 luminescence/OD600 ratio, 9 h; hits give low values; strain lacks LuxN and CqsS sensors; 0 = neutral-control median; activity change, % at 7.5 µM; hit rate 0.4% among 300,000; in the data active = activity change below about -75%, passing the limit was not always enough;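 note: luminescence divided by OD600 gain over 9 h not by final OD600 alone; inactives centre near 13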
TRPC4 inh – inhibitors of mouse TRPC4 channel, primary screen, Fluo4 calcium, HEK293 TRPC4beta/mu-opioid cells; AID 2247, 2010; hit rate 0.39% among 300,000; DAMGO-evoked Fluo4 calcium flux; hits give low values; Short transient receptor potential channel 4 (Mus musculus), Q9QUQ5; B-score at 10 µM;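 active = B-score over 3 SD under the library average, no early fluorescence shift, positive overall ratio signal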
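System: stable TRPC4beta/mu-opioid receptor HEK293 cells; Dosing: single-point compound dosing; Measured by: Fluo4 Ca2+ flux fluorescence; Read-out basis: per-well B score of integrated baseline-normalized Fluo4 ratio.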
TRPC4 potent – positive allosteric modulators of TRPC4, primary screen, cell-based, mouse TRPC4beta, HEK293 mu-opioid, Fluo-4 calcium | DAMGO EC20, Fluo-4 Ca2+ flux; hits give high values | hit rate 0.42% among 310,000 | B-score at 10 µM;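 active = B-score of calcium response area above 5 SD of library B-scores, with initial fluorescence ratio within 5 SD of library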;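 note: B-score of integrated fluorescence ratio over time as area under calcium response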
MrgX1 antagonist – antagonists of human MrgX1 receptor, primary screen, HEK293 cells, Fluo-4 calcium flux. B-score at 10 µM. BAM8-22 antagonism; hits give low values. AID 588676, 2011. Mas-related G-protein coupled receptor member X1 (Homo sapiens), Q96LB2. hit rate 1.3% among 310,000;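 active = calcium-response B-score plate-corrected more than 3 library SD below zero, starting fluorescence within 5 deviations, no agonist response on first addition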;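 note: peak minus trough fluorescence over baseline after final BAM8-22 challenge near maximal dose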
TRPC6 inhibitor – mouse TRPC6 channel inhibitors, primary screen, cell-based, HEK293, membrane potential dye; Short transient receptor potential channel 6 (Mus musculus), Q61143; ACh-evoked depolarization; hits give low values; B-score at 10 µM; hit rate 1.1% among 310,000; AID 2553, 2010;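 active = B-score under library mean minus 3 SD, initial fluorescence not abnormally high, positive integrated signal ratio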;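 note: B-score derived from integrated fluorescence ratio over the kinetic read; more negative B-score means stronger inhibition of depolarization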
Numbers without * were called inactive; i = inactive; / = not tested or not shown. An excerpt; rates above refer to the full screens.

The line under a structure holds: TRPC6 activator, PolyA inhibitor, HIF act, TRPC4 act, MrgX1 PAM, MrgX1 ag, AI-2 QS mod, TRPC4 inh, TRPC4 potent, MrgX1 antagonist, TRPC6 inhibitor
> COc1ccc(C(C(=O)NC2CCCCC2)N(Cc2cccs2)C(=O)Cc2c[nH]c3ccccc23)cc1OC (stereo not drawn)
    i, i, -0.1, i, i, i, 16.7, i, i, i, i
> Cc1ccc(/C=N/NC(=O)CSc2nc3nc(C)cc(C)n3n2)cc1
    i, i, 0.0, i, i, i, 27.1, i, i, i, i
> Cc1ccc(N2C(=O)N(CC(=O)NC(N)=O)C(=O)C2C)cc1 (stereo not drawn)
    i, i, -0.3, i, i, i, 17.9, i, i, i, i
> COc1ccc(S(=O)(=O)N2CCCCC2)cc1NC(=O)Cn1c(=O)cnc2ccccc21
    i, i, -0.5, i, i, i, 26.3, i, i, i, i
> N#CCSc1nc(N)c(C#N)c(C2CCCCC2)c1C#N
    i, i, -0.8, i, i, i, 13.6, i, i, i, i
> O=C(O)c1ccccc1-c1ccccc1C(=O)Nc1nc2ccccc2s1
    i, i, -0.2, i, i, i, 24.6, i, i, i, i
> O=C(CN(C(=O)CCC(=O)Nc1ccccn1)c1ccc2c(c1)OCO2)NCc1ccc(F)cc1
    i, i, 0.1, i, i, i, 10.3, i, i, i, i
> Cc1cc(C(=O)N(C)CC2CCCN(CCc3ccc(F)cc3)C2)c(C)o1 (stereo not drawn)
    i, i, 0.6, i, i, i, 9.8, i, i, i, i
> CCn1c(SCC(=O)N/N=C/c2cccs2)nc2ccccc21
    i, i, 0.5, i, i, i, 45.5, i, i, i, i
> COc1ccc(CNc2nc3c(c(=O)[nH]c(=O)n3C)n2Cc2ccccc2)cc1
    i, i, -1.1, i, i, i, 0.9, i, i, i, i
> Cn1c(=O)c2c(ncn2CC(=O)N2CCCc3ccccc32)n(C)c1=O
    i, i, -1.0, i, i, i, 41.3, i, i, i, i
> CCC(CC)C(=O)c1c[nH]c(C(=O)N2CCN(c3ccccc3)CC2)c1
    i, i, -0.5, i, i, i, 9.4, i, i, i, i
> CCCCNC(=O)N1CCN(Cc2ccc(F)cc2)CC1
    i, i, -0.7, i, i, i, 19.5, i, i, i, i
> COc1ccc2[nH]c(=O)c(CN(C)C(=O)C3CCCCC3)cc2c1
    i, i, 0.3, i, i, i, 20.3, i, i, i, i
> Cc1ccc(NC(=O)c2sc(N)nc2-c2ccccc2)cc1C
    i, i, 0.0, i, i, i, 5.5, i, i, i, i
> COC(=O)[C@]1(C)CCC[C@@]2(C)C3CC[C@@]4(C)C[C@]3(CC[C@H]12)C[C@H]4O (stereo partly drawn)
    i, i, -2.1, i, i, i, 25.5, i, i, i, i
> c1ccc(CCNc2ccnc3cc4ccccc4cc23)cc1
    i, i, -7.9, i, /, /, 23.9, i, i, /, i
> CCc1ccc(S(=O)(=O)c2n[nH]n3c2nc(=O)c2ccccc23)cc1
    i, i, -0.1, i, i, i, 51.7, i, i, i, i
> CN(CC(=O)O)c1ccc(C(F)(F)F)cc1[N+](=O)[O-]
    i, i, 0.2, i, /, /, 17.4, i, i, /, i
> O=C(Nc1ccc(Nc2ccccc2)cc1)c1ccc(Br)cc1
    i, i, 0.1, i, i, i, 12.4, i, i, i, i
> O=C(COc1ncnc2ccccc12)N1CCN(C(=O)c2ccco2)CC1
    i, i, 0.5, i, i, i, 19.3, i, i, i, i
> CCOCCn1ccc2c(OCC(=O)NCCc3ccc(OC)c(OC)c3)cccc2c1=O
    i, i, -1.8, i, i, i, 15.1, i, i, i, i
> O=C(c1ccc(S(=O)(=O)c2ccccc2)cc1)N1CCc2ccccc2C1
    i, i, -0.3, i, i, i, 19.0, i, i, i, i
> CCOc1ccc(-c2nnn(CCC#N)n2)cc1OC
    i, i, -0.2, i, i, i, -6.0, i, i, i, i
> Cn1cc(C=O)c(-c2ccc3c(c2)OCCCO3)n1
    i, i, 0.8, i, i, i, /, i, i, i, i
> Cc1ccc2c(C)c(C(=O)NCCc3ccco3)oc2c1C
    i, i, 0.3, i, i, i, 9.5, i, i, i, i
> CCc1noc(C)c1C(=O)Nc1ccc(Cl)c(S(=O)(=O)N2CCCCC2)c1
    i, i, -2.5, i, i, i, 20.3, i, i, i, i
> C/C(=N\N=c1/sc2ccccc2n1C)c1ccccn1
    i, i, 1.5, i, i, i, 10.2, i, i, i, i
> Cc1oc(-c2cccc(C(F)(F)F)c2)nc1CN1CCC[C@H]1CO
    i, i, 0.7, i, i, i, 3.5, i, i, i, i
> CCC(C(=O)NCCc1ccc(S(N)(=O)=O)cc1)c1ccccc1 (stereo not drawn)
    i, i, -0.4, i, i, i, 25.9, i, i, i, i
> CCCc1nn(CCc2ccccn2)c(N)c1CC
    i, i, -0.4, i, i, i, 21.4, i, i, i, i
> Cc1cc(C)nc(SC2CC(=O)N(c3ccc(Br)cc3)C2=O)n1 (stereo not drawn)
    i, i, -2.3, i, i, i, 10.2, i, i, i, i
> CCCn1c(SCC(=O)NCCc2ccc(Cl)cc2Cl)n[nH]c1=O
    i, i, -0.5, i, i, i, 8.2, i, i, i, i
> CCOc1ccc(OCC)c(S(=O)(=O)N2CCOCC2)c1
    i, i, -0.6, i, i, i, 2.6, i, i, i, i
> COC(=O)CC1c2cc(OC)c(OC)cc2CC(=O)c2cc(OC)c(OC)cc21 (stereo not drawn)
    i, i, -0.6, i, i, i, -0.3, i, i, i, i
> CC(=O)Cn1c(CN2CC(C)CC(C)C2)nc2c1c(=O)n(C)c(=O)n2C (stereo not drawn)
    i, i, -0.5, i, i, i, -1.8, i, i, i, i
> Cc1ccccc1OCCCCn1cnc2ccccc21
    i, /, 0.9, i, i, i, 45.9, i, i, i, i
> Cc1oc2cc3oc(=O)cc(C)c3cc2c1C
    i, i, 0.6, i, i, i, 12.4, i, i, i, i
> O=C(N/N=C/c1c(O)ccc2ccccc12)c1cccc(C(F)(F)F)c1
    i, i, 13.9*, i, i, i, 19.4, i, 12*, i, i
> O=C(COc1coc(CN2CCc3ccccc3C2)cc1=O)Nc1ccc([N+](=O)[O-])cc1
    i, i, 0.2, i, i, i, 7.7, i, i, i, i
> Cc1c(NC(=O)C(C)OC(=O)CC2CC3CCC2C3)c(=O)n(-c2ccccc2)n1C (stereo not drawn)
    i, i, -0.5, i, i, i, 23.9, i, i, i, i
> N#CC1=C(N)C(C#N)(C#N)C(c2cccnc2)C2CN(C(=O)OCc3ccccc3)CC=C12 (stereo not drawn)
    i, i, 0.0, i, i, i, 14.6, i, i, i, i
> COc1ccc(NC(=O)C2CCCN(S(=O)(=O)c3c(C)[nH]c(=O)[nH]c3=O)C2)cc1 (stereo not drawn)
    i, i, -0.4, i, i, i, 10.6, i, i, i, i
> O=C(Nc1nc(-c2nc3ccccc3s2)cs1)c1ccco1
    i, i, 2.1, i, i, i, 13.9, i, i, i, i
> CSc1nnc(-c2cccc(NC(=S)NN)c2)o1
    i, i, 0.0, i, i, i, -1.6, i, i, i, i
> O=C(c1ccccc1)N1CCC(O)(c2ccc3c(c2)OCO3)CC1
    i, i, -0.2, i, i, i, -3.3, i, i, i, i
> COc1ccc(N2C(=O)CCC2=O)cc1
    i, i, -0.3, i, i, i, 20.1, i, i, i, i
> O=C(c1ccccc1)N1CCN2C(=O)c3ccccc3C12c1ccc(Cl)cc1 (stereo not drawn)
    i, i, 3.6, i, i, i, 8.1, i, i, i, i
> Cn1nc(C(=O)OCC(=O)Nc2ccc3ccccc3c2)c2ccccc2c1=O
    i, i, -0.3, i, i, i, 25.6, i, i, i, i
> Cc1ccc(C(=O)NC2CC(C)(C)NC(C)(C)C2)cc1C
    i, i, -11.4, i, i, i, 10.0, i, i, i, i
> O=C(c1ccc(OC2CCN(Cc3ccccc3OC(F)F)CC2)cc1)N1CCCC1
    i, i, 0.5, i, i, i, 6.0, i, i, i, i
> COc1ccc(S(=O)(=O)N2CCSC2c2ccccc2)cc1 (stereo not drawn)
    i, i, 0.4, i, i, i, 30.7, i, i, i, i
> CCNC(=O)NC(=O)C(C)OC(=O)C1CCN(S(=O)(=O)c2ccc(C)c(C)c2)CC1 (stereo not drawn)
    i, i, 0.0, i, i, i, 6.7, i, i, i, i
> Cc1nn(C(C)C(=O)NCCN2CCCC2)c(=O)c2c1sc1ccccc12 (stereo not drawn)
    i, i, 0.9, i, i, i, 16.5, i, i, i, i
> CCCCN(C)C(=O)C1CCN(CCCc2ccccc2)CC1
    i, i, 0.0, i, i, i, 7.3, i, i, i, i
> O=C(NCCCCNC(=O)c1cccnc1)c1cccnc1
    i, i, -0.3, i, i, i, -8.6, i, i, i, i
> CC(C)CCNC(=S)Nc1ccc(Br)cc1
    i, i, 6.8, i, i, i, 5.8, i, i, i, i
> COc1ccc(C(=O)NC(C)C2CC3CCC2C3)c(OC)c1 (stereo not drawn)
    i, i, 0.1, i, i, i, 0.9, i, i, i, i
> CC(C)CN(C(=O)c1cccc([N+](=O)[O-])c1)c1c(N)n(CC(C)C)c(=O)[nH]c1=O
    i, i, -2.0, i, i, i, -6.2, i, i, i, i
> CCc1cc(Br)ccc1NC(=O)C1CCCO1 (stereo not drawn)
    i, i, 1.2, i, i, i, 8.8, i, i, i, i
> O=C(CN(C(=O)CSc1nnc(COc2ccccc2)o1)c1ccc(F)cc1)NC1CCCCC1
    i, i, -0.8, i, i, i, 18.5, i, i, i, i
> CCN1CCN(c2nnc(-c3ccc(F)cc3)c3ccccc23)CC1
    i, i, -0.2, i, i, i, 5.5, i, i, i, i
> Cc1cc(Cl)c2oc(C(=O)N(C)C3CCOC3)c(C)c2c1 (stereo not drawn)
    i, i, 2.1, i, i, i, 12.0, i, i, i, i
